From PubChem BioAssay
PI5P4K alpha inh: qHTS for Inhibitors of phosphatidylinositol 5-phosphate 4-kinase (PI5P4K); Phosphatidylinositol 5-phosphate 4-kinase type-2 alpha (Homo sapiens), P48426; PI5P4Kalpha enzyme, ADP-Glo luminescence, 60 min; active compounds read low; max response, %; actives 1.2% (n = 330,000); AID 652105, 2013; active = max response of -50% or lower; inconclusive = between -30% and -50%; inactive = -30% or higher; note: value at the top dose of about 77 µM; % is set by controls: 0 for no effect and ±100 for the full control effect
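qHTS, 1536-well: enzyme/substrate mix, compound by pin tool, 5 microM ATP final; RT 60 min; ADP-Glo reagents 1 (45 min) then 2 (30 min); luminescence.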
GLP1R ag: qHTS of GLP-1 Receptor Agonists; Glucagon-like peptide 1 receptor (Homo sapiens), P43220; HEK293 GLP-1R CRE-luciferase, luminescence, 4-6 h; cells express a hypersensitive GLP-1R form; Potency, µM (highest dose often 45.6 µM), for inactives: top-dose activation, most hits filed as activators; actives 0.007% (n = 380,000); AID 624172, 2012; note: potency is the fitted concentration of half-maximal effect; % of control where 0% means no effect
IL-2 act: qHTS of IL-2 Activators | actives 0.065% (n = 360,000) | activation, % (series mostly up to about 46 µM) | IL-2 activation reporter assay, cell-based qHTS; stimulated with anti-CD3/CD4/CD28 beads; in transgenic mouse T cells; in the data active = activation above about 50%; inconclusive = mostly about 30% to 49%; note: 0% is about no effect
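Unstimulated transgenic mouse T cells, 750 per well, received compound and, after 60 minutes, anti-CD3/anti-CD4 bead plus anti-CD28 stimulation. EGFP and DsRed were quantified after 18 hours.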
PLK1 PBD inh: qHTS for Inhibitors of PLK1-PDB (polo-like kinase 1 - polo-box domain): Primary Screen | Serine/threonine-protein kinase PLK1 (Homo sapiens), P53350 | Plk1 PBD binding of FITC phosphopeptide, fluorescence polarization | Potency, µM, for inactives: max response, negative = inhibition, actives largely listed as inhibitors | actives 2.8% (n = 360,000); note: potency is the fitted concentration of half-maximal effect; series mostly up to about 57 µM; % is set by controls: 0 for no effect and ±100 for the full control effect; nearly all actives have a fitted effect of over 65% in size
GLP1R cytotox: qHTS of GLP-1 Receptor Inverse Agonists: Cytotox Screen; Potency, µM (highest dose often 38.3 µM), inactives show at the top dose activity change, negative = inhibition, most hits filed as inhibitors; AID 624418, 2012; HEK293 cAMP-luciferase reporter cells, luminescence, 24 h; actives 0.13% (n = 410,000);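 note: loss of luciferase light is scored as toxicity; potency is the fitted concentration of half-maximal effect; % is set by controls: 0 for no effect and ±100 for the full control effect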
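Cells in DMEM/10% Nu serum/1% pen-strep, 1536-well format. Pre-incubated 12 h, dosed with 23 nL compound, incubated a further 24 h. Luciferase detection, 12 min at room temp, luminescence.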
EPAC1 ag: qHTS for Agonist of cAMP-regulated guanine nucleotide exchange factor 3 (EPAC1): primary screen | Rap guanine nucleotide exchange factor 3 (Homo sapiens), O95398 | EPAC1 agonist qHTS, biochemical assay; response scale: 100% = response to 6.5 mM cAMP | Potency, µM (doses to about 154 µM), without a hit: at the top dose activation, hits mostly activators | actives 0.073% (n = 360,000); note: potency is the fitted concentration of half-maximal effect; nearly all actives have a fitted effect of over 60% in size
Target sequence (O95398 whole entry, looked up): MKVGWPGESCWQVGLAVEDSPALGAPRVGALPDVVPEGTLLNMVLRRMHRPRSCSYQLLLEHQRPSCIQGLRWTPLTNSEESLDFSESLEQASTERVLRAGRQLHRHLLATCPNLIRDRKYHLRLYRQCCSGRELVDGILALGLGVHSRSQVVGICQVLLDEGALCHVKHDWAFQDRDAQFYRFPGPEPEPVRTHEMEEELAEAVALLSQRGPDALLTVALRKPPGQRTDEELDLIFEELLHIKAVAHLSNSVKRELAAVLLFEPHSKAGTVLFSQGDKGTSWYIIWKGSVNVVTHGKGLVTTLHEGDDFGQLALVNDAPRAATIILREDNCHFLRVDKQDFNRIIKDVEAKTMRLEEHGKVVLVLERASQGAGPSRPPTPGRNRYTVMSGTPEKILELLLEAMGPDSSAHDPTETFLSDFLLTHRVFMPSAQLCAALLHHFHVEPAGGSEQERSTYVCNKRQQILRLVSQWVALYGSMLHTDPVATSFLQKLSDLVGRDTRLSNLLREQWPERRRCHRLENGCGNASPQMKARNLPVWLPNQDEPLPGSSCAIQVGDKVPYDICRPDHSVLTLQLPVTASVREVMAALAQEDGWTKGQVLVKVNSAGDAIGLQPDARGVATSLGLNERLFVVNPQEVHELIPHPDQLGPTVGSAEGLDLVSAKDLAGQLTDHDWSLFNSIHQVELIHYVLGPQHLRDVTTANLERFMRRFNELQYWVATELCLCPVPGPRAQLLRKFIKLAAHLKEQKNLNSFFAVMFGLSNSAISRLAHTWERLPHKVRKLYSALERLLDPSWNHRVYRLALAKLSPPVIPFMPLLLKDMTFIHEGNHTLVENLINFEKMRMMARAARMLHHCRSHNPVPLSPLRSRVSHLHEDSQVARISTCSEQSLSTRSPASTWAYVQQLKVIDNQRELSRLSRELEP
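EPAC1 100 nM, Rap1B–BODIPY-GDP 250 nM, unlabeled GDP 50 uM; compound titration; 5 min RT; kinetic read ex480/em540 at 5-min intervals ×30 min; data normalized to 6.5 mM cAMP agonist control.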
GLP-1R inv ag: qHTS of GLP-1 Receptor Inverse Agonists (Inhibition Mode); Glucagon-like peptide 1 receptor (Homo sapiens), P43220; Potency, µM (highest dose often 38.3 µM), for inactives: top-dose activity change, negative = inhibition, hits mostly inhibitors; actives 1.6% (n = 410,000); AID 624417, 2012; HEK293 GLP-1R CRE-luciferase, luminescence, 24 h; GLP-1R form is constitutively active; note: potency is the fitted concentration of half-maximal effect; % is set by controls: 0 for no effect and ±100 for the full control effect; nearly all actives have a fitted effect of over 55% in size
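Assay principle: reduced luminescence from a cAMP-responsive reporter in HEK293 cells co-expressing a constitutively active GLP-1R. Conditions: 24 hr compound incubation, 37 deg C, 5% CO2.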
PTHR1 agonist: qHTS for PTHR1 Agonists: Primary Screen; HEK293 GP2 PTHR1 cells, GloSensor cAMP luminescence, 1 h; Potency, µM (titrated, usually from 115 µM), for the others: at the top dose activation, most hits filed as activators; actives 0.075% (n = 410,000); AID 743266, 2014; Parathyroid hormone/parathyroid hormone-related peptide receptor (Homo sapiens), Q03431; note: potency is the fitted concentration of half-maximal effect; nearly all actives have a fitted effect of over 55% in size; some results filed as inactive show a strong effect at the top dose; inactives centre near -15; many of its hits are not listed in these tables
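HEK-293-derived GP2 cells expressing PTHR1 and a GloSensor cAMP reporter, 3,000/well, plated overnight, given luciferin plus IBMX (each 0.5 mM as added) for 1 h at 37 °C, then compound for 1 h at 37 °C. Luminescence was read after 15 min at room temperature.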
EPAC1 antag: qHTS for Antagonist of cAMP-regulated guanine nucleotide exchange factor 3 (EPAC1): primary screen; EPAC1 GEF assay, Rap1b-BODIPY-GDP exchange fluorescence; AID 720709, 2013; Potency, µM (titrated, usually from 115 µM), without a hit: top-dose activity change, negative = inhibition, actives largely listed as inhibitors; actives 0.14% (n = 360,000);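 note: potency is the fitted concentration of half-maximal effect; plate controls were vehicle for no effect and positive control for full effect; nearly all actives have a fitted effect of over 50% in size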
Numbers without * were called inactive; i = inactive; ? = inconclusive; / = not tested or not shown; [ ] = dose if it differs, or a comment. Unless noted, calls come from the whole dose curve; as a rule, active = well fitted curve in the direction sought with a large enough effect; inconclusive = small, poorly fitted or top-dose-only effect, or another doubt; inactive = no such curve, though single readings can be large; an effect the other way counts as inactive or inconclusive.

SMILES	PI5P4K alpha inh	GLP1R ag	IL-2 act	PLK1 PBD inh	GLP1R cytotox	EPAC1 ag	GLP-1R inv ag	PTHR1 agonist	EPAC1 antag
CN(CC(=O)Nc1ccc(Cl)c(C(F)(F)F)c1)C(=O)c1ccccc1SCC(=O)N1CCCC1	1	-8%	0.1	0%	5%	2%	?	-6%	1%
Cc1ccc(C(=O)NC(=S)NCc2cccnc2)cc1C	0	-1%	4.2	-2%	-4%	11%	-2%	29%	-27%
CCOc1ccc(/C=N/OCC(=O)NCc2cccs2)cc1	3	9%	-0.3	10%	6%[1.53 µM]	-6%	?	i	16%
N#Cc1nc(-c2ccccc2F)oc1NCCN1CCOCC1	-6	11%	-2.0	-5%	-8%	-7%	17%	-70%[inhibitor]	-25%
O=C(CSc1ccc(Cl)cc1)NNC(=O)c1ccncc1	-3	-12%	-3.7	-4%	-1%	-1%	21%	i	10%
O=C(N/N=C\c1ccc(CN(Cc2ccc(Cl)cc2)S(=O)(=O)c2ccccc2)o1)C(=O)Nc1ccc(F)cc1	-16	-17%	1.5	27µM*	-6%	-4%	5%	i	-4%
Cn1cccc1C1CCCN1CC(=O)Nc1ccc(C(N)=O)cc1 (stereo not drawn)	1	8%	0.0	-2%	-38%	-9%	-11%	-9%	12%
Cc1cccc(N2C(=O)NC3(CCCCC3)C2=O)c1	2	-4%	-2.0	1%	-1%	-6%	6%	-8%[57.5 µM]	3%
CCCCN(C)C(=O)Cn1cnc2sc(C)cc2c1=O	-8	21%	-2.8	-8%	-3%	0%	3%	i	-5%
Cc1nc(NC(=O)CC(C)C)sc1-c1csc(Nc2ccc(Cl)cc2)n1	9	2%	-0.3	-10%	?	3%	?	-14%	-7%
N#Cc1ccc(N2Cc3ccccc3C2=NC(=O)c2cccnc2Cl)cc1	7	2%	-1.3	-14%	1%	-13%	16%	i	-12%
Cc1ccc(C)c(OCc2cc(C(=O)NC(C)c3cnn(C)c3)no2)c1 (stereo not drawn)	2	-1%	-2.8	-13%	-13%	12%	-24%	-24%	?
CC(=O)c1cccc(CN2CCN(C3CCCC3)C(CCO)C2)c1 (stereo not drawn)	-8	-3%	0.0	1%	-14%	-4%	4%	i	-6%
O=C(CSc1nc(C(F)(F)F)cc(=O)[nH]1)NCC1CCCO1 (stereo not drawn)	-17	-7%	-0.9	0%	7%	-2%	11%	i	-5%
COc1ccc(OCCCn2c(=O)oc3ccccc32)cc1	-1	4%	-0.4	-1%	-1%	2%	-12%	-7%[57.5 µM]	1%
CC(C)C(=O)N1CCN(c2ccc(NC(=O)c3cccs3)cc2Cl)CC1	3	-3%	1.3	6%	-14%	-2%	?	-16%	-5%
COC(=O)/C(=C/Nc1cccc2ccccc12)[N+](=O)[O-]	/	5%	-0.4	-15%	-4%	7%	-1%	-11%[57.5 µM]	1%
CCOC(=O)c1cnc2ccccc2c1NCc1ccco1	3	27%	0.4	1%	-4%	-4%	-22%	-6%	1%
CCOC(=O)c1ccccc1NC(=O)/C=C/c1cc(OC)c(OC)c(OC)c1	3	10%	-2.0	-26%	14%	5%	33%[activator]	i	-1%
CCOC(=O)C1=C(CC)Nc2ccccc2N=C1NC(=O)c1ccc(S(=O)(=O)N(C)C)cc1	-51*	-2%	-0.6	2.7µM*	-4%	2%	2%	-4%[57.5 µM]	1%
COCc1nc2c([nH]1)c(=O)n(C)c(=O)n2CC(C)C	1	-2%	0.8	-6%	-2%	-7%	14%	-8%	-30%
CC(C)(C)OC(=O)N1CCC(NC(=O)c2nc[nH]c2C(=O)N2CCN(c3ccccc3)CC2)CC1	-3	1%	0.4	-4%	8%	-14%	-13%	i	-4%
CCOc1ccc(S(=O)(=O)N2CCN(S(=O)(=O)c3ccc(C)c(C)c3)CC2)cc1	6	8%	1.1	-14%	-4%	-2%	12%	-1%	-4%
COC(=O)c1ccc(NC(=S)N(Cc2cccnc2)Cc2ccco2)cc1	2	-2%	-0.2	-6%	0%	5%	-25%	-18%	0%
CC1=C(C(=O)N2CCOCC2)CC(CC(=O)NC2CCCCC2)C(=O)N1Cc1ccc(F)cc1 (stereo not drawn)	-8	18%	-0.5	-9%	4%	-19%	-9%	-21%	-21%
O=C(NCc1ccccc1)c1cc(C2CCCN(S(=O)(=O)c3cccs3)C2)on1 (stereo not drawn)	2	11%	-0.6	4%	7%	-7%	-1%	-41%[inhibitor]	-2%
CCOc1ccc(-c2nc(C#N)c(N3CCCCCC3)o2)cc1	-1	22%	-4.0	-13%	14%	10%	?	-10%	?
COC(=O)c1ccc(CSc2nnc3nc(C)cc(C)n23)cc1	4	?	-0.1	-18%	20%	14%	174%[activator]	i	-2%
CCOc1ccc(S(=O)(=O)N(C)CC(=O)N2CCN(CC)CC2)cc1	5	0%	-0.1	-10%	-13%	4%	-13%	i	-22%
CC(C)NC(=O)c1ccc(Sc2ccccc2)c([N+](=O)[O-])c1	2	0%	1.2	-6%	0%	-2%	-60%	-54%[inhibitor]	?
COc1ccc(Cl)cc1C(=O)Nc1cccnc1Cl	-5	-3%	-2.7	3%	-12%	-6%	55%[activator]	i	7%
CC(=O)c1ccc(N2CCN(S(=O)(=O)c3ccc4c(c3)CCC(=O)N4)CC2)cc1	/	1%	-0.6	/	/	4%	/	-17%	-15%
COc1cccc2c1c(NC(=O)Nc1ccc(F)cc1F)nn2C	0	10%	-1.4	5%	0%	-3%	19%	i	2%
O=C(Nc1nnc(COc2ccccc2F)s1)Nc1ccccc1F	0	3%	-0.1	5%	-3%	2%	7%	i	2%
Cc1ccc2oc(C(=O)NCCCN3CCOCC3)c(C)c2c1	8	3%	-1.8	4%	13%	0%	-11%	0%	-17%
Clc1ccccc1CSC1=NCCCN1	-4	1%	-3.1	-4%	3%	-1%	0%	i	-7%
Cc1cc2nnc(SC3CCOC3=O)n2c2ccccc12 (stereo not drawn)	/	18%	-1.8	-5%	4%	0%	-1%	i	-14%
Oc1cccc(-c2csc(C(O)(c3ccccc3)C(F)(F)F)n2)c1 (stereo not drawn)	2	9%	-0.6	-9%	-4%	-8%	?	-5%	-17%
COc1ccc(C2=CSC(/N=C/c3ccc(F)cc3)=NN2)cc1	/	-6%	-0.4	-27%	2%	4%	?	-34%[inhibitor][57.5 µM]	3%
O=C(OC1CCOC1=O)C1CCN(S(=O)(=O)c2ccc(Cl)c(C(F)(F)F)c2)CC1 (stereo not drawn)	5	0%	-6.7	-11%	2%	-8%	-7%	i	-12%
CS(=O)(=O)Nc1ccc(C(=O)Nc2ccccc2Cl)cc1	2	15%	-0.2	-11%	-5%	4%	-15%	i	9%
COc1cc2cc(C(c3nnnn3C3CCCC3)N(C)C3CCCCC3)c(=O)[nH]c2cc1OC (stereo not drawn)	/	13%	0.5	-6%	?	8%	0%	-3%[57.5 µM]	15%
COc1ccccc1CCc1nnc(CCC(=O)NC(C)Cc2cccc(C)n2)o1 (stereo not drawn)	-3	-3%	0.9	24µM*	-5%	-2%	0%	5%	-2%
Cc1ccccc1CC1SC(N=C(N)N)=NC1=O (stereo not drawn)	2	4%	0.5	-7%	16%	4%	16%	i	-9%
CCOC(=O)N1CCC(N2C(=O)c3ccc(C(=O)NCc4ccc(F)cc4)cc3C2=O)CC1	-8	2%	-2.5	-10%	5%	7%	13%	-94%[inhibitor]	-6%
Cc1cc(C)nc(N2CCC(C(=O)Nc3ccc(Oc4ccccc4)cc3)CC2)n1	/	-16%	1.4	-13%	-1%	7%	-2%	-1%[57.5 µM]	-1%
CSCCNC(=O)c1ccc(OC2CCN(S(=O)(=O)N(C)C)CC2)cc1	0	0%	-0.4	-2%	-8%	11%	20%	-21%	11%
COc1ccc(-n2nnnc2SC(C)C(=O)NC2CCCC2)cc1 (stereo not drawn)	0	-1%	-0.4	-3%	-9%	17%	-8%	-13%	-4%
O=C(NC(=S)N1CCOCC1)c1cn(-c2ccccc2)nc1-c1ccccc1	11	0%	1.4	9%	?	-5%	?	-28%	-13%
N#CC(C#N)=C1C=CC=CN1/C(=C\c1ccccc1)C(=O)c1cccs1	-13	1%	-0.5	2.1µM*	149%[activator]	14%	6%	-24%	-2%
COCC(=O)NNC(=O)c1ccccc1OC	0	-1%	-0.8	-11%	7%	7%	1%	i	-7%
COc1cc(C(=O)Nc2ccc3c(c2)OCCO3)ccc1OC(C)C	-6	5%	-0.2	-3%	-8%	8%	1%	i	4%
CCC[C@H]1NC(=O)[C@H](C)N(C)C(=O)C(C)(C)C(=O)C(C)NC(=O)[C@H](Cc2ccc(OC)cc2)N(C)C(=O)[C@H](C(C)C)N(C)C(=O)CNC(=O)[C@H](CC(C)C)N(C)C(=O)CNC(=O)[C@H]([C@@H](C)CC)OC(=O)[C@H]1C (stereo partly drawn)	-3	-3%	-0.7	-11%	-47%	-20%	?	-36%[inhibitor]	-10%
CCN(CC)S(=O)(=O)c1ccc(Cl)c(C(=O)N2CCc3ccccc32)c1	4	-29%	-0.8	-6%	6%	4%	?	?	-15%

Only part of the results is shown; count on the stated rates, not on these rows.
